Compound activity as filed in PubChem BioAssay.
B2AR arrestin: qHTS assay of beta-arrestin-biased ligands of beta2-adrenergic receptor | beta-arrestin recruitment to beta2AR, cell-based reporter | Potency, µM (highest dose often 46.1 µM), for inactives: top-dose activation, usual class: activators | 330,000 compounds, 0.02% hits | AID 492947, 2010;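 further: potency means the concentration at half of the fitted maximal effect; 0% = DMSO controls and full agonism = EC100 isoproterenol or metaproterenol; nearly all actives have a fitted effect of over 65% in size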
Mito fusion act: qHTS Assay for Small Molecule Inhibitors of Mitochondrial Division or Activators of Mitochondrial Fusion; S. cerevisiae fusion-defective mutant growth rescue, CellTiterGlo 48 h; Potency, µM (doses to about 46.1 µM), for inactives: at the highest dose growth rescue (activation), usual class: activators; 320,000 compounds, 0.23% hits;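 further: potency means the concentration at half of the fitted maximal effect; % of control where 0% means no effect; nearly all actives have a fitted effect of over 45% in size; temperature-sensitive fusion mutants such as fzo1-1 at 37 °C on non-fermentable ethanol glycerol medium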
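S. cerevisiae fusion-defective temperature-sensitive mutants (e.g. fzo1-1, mgm1-5) grown 48 h at 37C in YPEG (ethanol/glycerol non-fermentable) medium with 23 nl compound per well; growth rescue read as CellTiterGlo luminescence.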
Chronic BCR inh: qHTS Assay to Find Inhibitors of Chronic Active B-Cell Receptor Signaling. ABC-DLBCL IkBa-CBG/CBR reporter, luminescence ratio, 4 h. Potency, µM (series often up to 46.1 µM), for the others: top-dose ratio change, negative = lower green/red ratio, hits mostly inhibitors. 340,000 compounds, 0.05% hits; active means well fitted inhibition curve with a large enough effect in the signal ratio, with a control signal flat, not every such curve was filed as active; inconclusive means small, poorly fitted or top-dose-only effect, or effect the other way, or a change in a side signal; the % refers to the signal ratio;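 further: potency means the concentration at half of the fitted maximal effect; plate controls were basal doxycycline-induced cells for no effect and cells given 10 µM MG132 for full effect; MG132 reads +100%, hits lower the ratio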
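Doxycycline induced both beetle luciferases in TMD8 lymphoma cells; IKK-driven degradation limits the IkappaBalpha-fused green signal, while red luminescence normalises for cell number and nonspecific effects. Compounds tested up to 46 uM, 4 hrs.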
PTAP TSG101 blk: qHTS Assay for Iinhibitors of HIV-1 Budding by Blocking the Interaction of PTAP/TSG101 | Tumor susceptibility gene 101 protein (Homo sapiens), Q99816 | 340,000 tested, under 10 active | Potency, µM (titrated, usually from 115 µM), without a hit: at the highest dose activity change, negative = inhibition, usual class: inhibitors | Fluorescence polarization, FITC-PTAP peptide / Tsg101 binding | AID 493005, 2010; active means well fitted inhibition curve with a large enough effect in the main read-out, with a control signal flat, not every such curve was filed as active; inconclusive means small, poorly fitted or top-dose-only effect, or effect the other way, or a change in a side signal; inactive means no such curve, though single readings can be large or run the other way; further: potency means the concentration at half of the fitted maximal effect; % of control where 0% means no effect
Target sequence (Q99816 whole entry, looked up): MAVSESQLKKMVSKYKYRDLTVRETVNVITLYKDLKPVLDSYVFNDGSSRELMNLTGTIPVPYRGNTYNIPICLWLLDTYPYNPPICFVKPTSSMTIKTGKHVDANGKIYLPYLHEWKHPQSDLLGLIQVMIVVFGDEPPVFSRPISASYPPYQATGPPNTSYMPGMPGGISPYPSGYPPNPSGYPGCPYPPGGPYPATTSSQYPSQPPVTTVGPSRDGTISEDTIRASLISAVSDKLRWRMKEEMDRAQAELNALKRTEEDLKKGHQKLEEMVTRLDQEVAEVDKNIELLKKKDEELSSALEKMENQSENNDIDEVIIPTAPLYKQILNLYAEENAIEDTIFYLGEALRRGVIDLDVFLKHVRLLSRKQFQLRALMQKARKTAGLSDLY
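Fluorescence polarization binding of Tsg101 binding domain (10 uM final) to FITC-labeled PTAP peptide (50 nM final) in HEPES pH 7.5 buffer with NaCl, Tween 20, EDTA, TCEP. Compounds added before peptide; binding 20 min at RT.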
Tb PFK inh: qHTS Assay to Find Inhibitors of T. brucei phosphofructokinase; T. brucei PFK, ADP-Glo luminescence; Potency, µM (highest dose often 57.5 µM), for inactives: top-dose activity, negative = inhibition, most hits filed as inhibitors; ATP-dependent 6-phosphofructokinase (Trypanosoma brucei brucei), O15648; 330,000 compounds, 0.17% hits;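 further: potency means the concentration at half of the fitted maximal effect; 0% = uninhibited 1x PFK enzyme wells and -100% = no-enzyme wells; nearly all actives have a fitted effect of over 60% in size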
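1.25 nM PFK with 0.5 mM F6P and 0.1 mM ATP in 0.1 M TEA pH 8.0, 5 mM MgCl2, incubated 45 min at room temperature; ADP measured by ADP-Glo luminescence; compounds titrated up to 57 uM.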
TSHR antag: Antagonists of the Thyroid Stimulating Hormone Receptor: HTS campaign; TSHR-expressing cells, TSH-stimulated cAMP HTRF, 2 h; stronger effect = lower value; activity change, negative = inhibition, % at 11.5 µM; 330,000 compounds, 0.2% hits; Thyrotropin receptor (Homo sapiens), P16473;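 active means activity change below a set negative limit, meaning inhibition stronger than a set level, cut at about -70% in these data; inconclusive means activity change between two set negative limits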; further: on the % scale 0 is the no-effect control and ±100 the full control effect
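Cell-based HTRF cAMP assay; TSHR cells + compound, TSH EC80 (4nM final), 2 h, 37 deg C. Lysis with anti-cAMP cryptate and cAMP-d2, 30 min RT, read 665/620 nm.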
Eya2 phos inh: qHTS Assay for Inhibitors of the Phosphatase Activity of Eya2. 330,000 compounds, 0.006% hits. Potency, µM (series often up to 76.9 µM), for inactives: top-dose activity, negative = inhibition, usual class: inhibitors. Protein phosphatase EYA2 (Homo sapiens), O00167. recombinant Eya2, OMFP fluorescence dephosphorylation (OMFP is methylfluorescein phosphate); further: potency means the concentration at half of the fitted maximal effect; on the % scale 0 is the no-effect control and ±100 the full control effect
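Eya2 (0.2 uM) preincubated 10 min at ambient with compound, then OMFP substrate added at 50 uM; 10 min reaction in 50 mM HEPES pH 7.5, 50 mM NaCl, 5 uM MgCl2, 0.05% BSA, 1 mM DTT. Fluorescence read at Ex 485/Em 525 nm.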
USP2a block: qHTS Assay for Inhibitors of Ubiquitin-specific Protease USP2a Using CHOP2 as the Reporter; Ubiquitin carboxyl-terminal hydrolase 2 (Homo sapiens), O75604; USP2 core, Ub-CHOP2 coupled fluorogenic reporter, 485/531; Potency, µM (titrated, usually from 38.3 µM), inactives show at the top dose activity change, negative = inhibition, most hits filed as inhibitors; 330,000 compounds, 0.01% hits;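 further: potency means the concentration at half of the fitted maximal effect; plate controls were DMSO wells for no effect and full inhibition by NEM control for full effect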
Target sequence (O75604 whole entry, looked up): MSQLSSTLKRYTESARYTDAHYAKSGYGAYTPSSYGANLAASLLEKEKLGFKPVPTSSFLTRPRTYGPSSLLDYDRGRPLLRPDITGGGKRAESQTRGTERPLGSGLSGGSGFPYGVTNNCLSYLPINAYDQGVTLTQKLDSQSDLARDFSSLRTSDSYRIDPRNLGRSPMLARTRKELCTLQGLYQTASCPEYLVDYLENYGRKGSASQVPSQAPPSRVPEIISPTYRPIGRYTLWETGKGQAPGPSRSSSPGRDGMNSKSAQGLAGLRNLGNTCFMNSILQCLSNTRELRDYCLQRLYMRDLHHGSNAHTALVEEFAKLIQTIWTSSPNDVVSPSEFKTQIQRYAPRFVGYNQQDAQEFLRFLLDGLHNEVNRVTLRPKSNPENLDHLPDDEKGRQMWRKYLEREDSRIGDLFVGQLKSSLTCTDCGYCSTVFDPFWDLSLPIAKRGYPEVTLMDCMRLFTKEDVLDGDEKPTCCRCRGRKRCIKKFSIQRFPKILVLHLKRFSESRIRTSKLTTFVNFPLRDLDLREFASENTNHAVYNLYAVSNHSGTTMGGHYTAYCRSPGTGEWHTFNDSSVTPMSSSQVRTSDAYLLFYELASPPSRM
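Cell-free coupled assay: 10nM USP2 core preincubated 30min RT with compound in Tris-HCl pH 8.0/CaCl2/CHAPS buffer, then 25nM Ub-CHOP2 and 25nM reporter substrate; fluorescence (Ex 485/Em 531) read after 60min RT, normalized to NEM inhibition, concentration-response curves fitted.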
ELG1 DNA repair: qHTS screen for small molecules that inhibit ELG1-dependent DNA repair in human embryonic kidney (HEK293T) cells expressing luciferase-tagged ELG1. AID 504467, 2011. Potency, µM (titrated, usually from 46.1 µM), inactives show at the top dose activity change, negative = inhibition, usual class: inhibitors. HEK293T ELG1-luciferase reporter, luminescence, 16 h; DNA damage induced by 5-fluorouridine. 330,000 compounds, 2.3% hits; further: potency means the concentration at half of the fitted maximal effect; on the % scale 0 is the no-effect control and ±100 the full control effect; nearly all actives have a fitted effect of over 55% in size
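5-Fluorouridine DNA damage + compound/DMSO, 2,000 cells/well, 16 h, 37 °C/5% CO2. ONE-Glo, 30 min RT, luminescence. Readout = decrease in reporter signal.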
TCR act: Activators of T cell receptors: qHTS campaign. primary human leukocytes, anti-CD3, IL-2 HTRF, 48 h. Potency, µM (doses to about 9.22 µM), for the others: top-dose activation of IL-2 secretion, actives largely listed as activators. 330,000 tested, under 10 active; further: % of control where 0% means no effect
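Compounds are tested in HTS on primary human leukocytes co-incubated with a-CD3 beads for 48 hr. IL-2 output is measured by time-resolved FRET.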
uPA generation: qHTS for Inhibitors of Cell Surface uPA Generation; cell surface uPA generation assay, qHTS; 330,000 compounds, 0.31% hits; Potency, µM (top dose mostly 38.3 µM), for the others: at the top dose activity change, negative = inhibition, most hits filed as inhibitors; AID 540303, 2011; active means well fitted inhibition curve with a large enough effect; inconclusive means small, poorly fitted or top-dose-only effect; inactive means no such curve, though single readings can be large or run the other way; tested in mouse RAW 264.7 cells; further: potency means the concentration at half of the fitted maximal effect; on the % scale 0 is the no-effect control and ±100 the full control effect; nearly all actives have a fitted effect of over 55% in size
An asterisk follows results filed as active; ? = inconclusive; . = no result given; [ ] = dose if it differs, or a comment. Unless noted, the call rests on the fitted dose curve; in most records, active means well fitted curve in the direction sought with a large enough effect; inconclusive means small, poorly fitted or top-dose-only effect, or another doubt; inactive means no such curve, though single readings can be large; an effect the other way counts as inactive or inconclusive. The order is random; about 3% have a hit in one of these screens.

SMILES	B2AR arrestin	Mito fusion act	Chronic BCR inh	PTAP TSG101 blk	Tb PFK inh	TSHR antag	Eya2 phos inh	USP2a block	ELG1 DNA repair	TCR act	uPA generation
Cc1ccc(NC(=O)CNCc2cccs2)c(Br)c1	-0.4%	0%	?	0%	2%	-1	-8%	0%	?	-3%	-8%
O=C(NCCCc1ccccc1)c1ccncc1	-0.1%	-1%	-1%	3%	-3%	-3	-14%	-1%	-15%	2%	2%
CSc1nnc(-c2cc3c(s2)-c2ccccc2CC3)o1	0.2%	-3%	-7%	-5%	-1%	-13	12%	0%	?	5%	3%
COc1ccc(C2C(O)C(c3c[nH]c4ccccc34)=NN2C(=O)CCl)cc1 (configuration not stated)	-1.2%	-4%	?	-5%	1%	4	-7%	-23%	8.2µM*	-2%	-4%
COc1ccc(S(=O)(=O)N(CC(=O)N2CCOCC2)c2ccc(F)cc2)cc1OC	0.2%	-4%	-5%	-12%	-4%	-1	7%	1%	10%	-2%	-7%
CCCN(CC(=O)Nc1ccc(C(N)=O)cc1)CC(=O)Nc1cc(Cl)ccc1Cl	0.1%	1%	-1%	-3%	1%	-15	2%	-2%	11%	1%	0%
O=C1Cc2cccc3cccc1c23	0.1%	-2%	?	-7%	4%	10	7%	8%	2%	.	8%
CSCCC(NC(=O)c1ccccc1)C(=O)O (configuration not stated)	0.3%	-15%	3%	1%	-2%	5	4%	0%	?	-2%	0%
Cc1onc(-c2ccccc2Cl)c1C(=O)Nc1ccc2c(c1)OCO2	-0.5%	3%	-7%	-2%	1%	-3	-4%	-1%	6%	-4%	1%
CC(C)(/C=N/NC(=O)CSCc1ccc(Cl)cc1)CCC#N	-0.1%	-3%	1%	-5%	-1%	-9	-13%	-1%	2%	1%	3%
COc1ccccc1OCC(=O)OCc1cc(-c2ccco2)on1	0.5%	-2%	-1%	0%	5%	1	-13%	-1%	18%	5%	-4%
CC(=O)Nc1ccc(Sc2ncccc2C(=O)Nc2cc(Cl)cc(Cl)c2)cn1	-1.0%	-1%	0%	-7%	-6%	-8	8%	3%	8%	.	-1%
O=C(CSc1cccc2cccnc12)N/N=C/c1ccncc1	0.0%	2%	-20%	-2%	5%	2	-9%	4%	3%	2%	19%
CC1CCN(C(=O)c2[nH]cnc2C(=O)N(C)Cc2ccccc2)CC1	0.0%	-5%	-4%	.	2%	11	-2%	-1%	10%	-3%	9%
CC1CCCCN1CCCNc1ccc(C(CC(N)=O)NC(=O)Cc2ccc(Br)cc2)cc1[N+](=O)[O-] (configuration not stated)	-0.1%	0%	3%	-7%	1%	-4	-6%	-2%	-6%	-8%	2%
Cc1ccc(COc2ccc(/C=N/NC(=O)c3nnn(-c4nonc4N)c3COc3ccc(F)cc3)cc2)cc1	-1.1%	5%	-4%	-2%	17%	4	-7%	4%	4%	-1%	-1%
O=C(NCC1COc2ccccc2O1)C1CCN(S(=O)(=O)c2ccccc2)CC1 (configuration not stated)	-0.3%	.	4%	-3%	-1%	-2	6%	3%	-25%	-3%	4%
Cc1ccc(-n2c(SCC(=O)N3CC(=O)Nc4ccccc43)nc3ccccc3c2=O)cc1C	0.0%	-3%	?	-2%	-3%	-7	-15%	-12%	?	-4%[46.1 µM]	-2%
CCN(CC1CCCO1)C(=O)c1cc(COc2cc(C)c(Cl)c(C)c2)on1 (configuration not stated)	-0.1%	5%	-5%	0%	-2%	-8	-12%	3%	?	2%	-1%
O=C(O)C1C2C=CC(C2)C1C(=O)NC1CCN(Cc2ccccc2)CC1 (configuration not stated)	0.0%	-2%	0%	-6%	0%	0	-8%	-1%	1%	-4%	3%
O=C(O)c1cccc(NC(=S)NC(=O)c2ccc(-c3ccc(Cl)cc3)o2)c1	0.1%	-4%	6%	3%	1%	6	7%	0%	?	3%	4%
Cc1cccn2c(=O)c(/C=C(\C#N)C(=O)NC3CCS(=O)(=O)C3)c(N3CC(C)OC(C)C3)nc12 (configuration not stated)	-1.1%	4%	-11%	-2%	-2%	4	10%	-3%	-27%	-4%	-2%
O=C(NNc1nc(-c2ccccc2)c2cc(Br)ccc2n1)c1ccc(S(=O)(=O)N2CCCCC2)cc1	-1.1%	-10%	5%	-9%	-4%	0	2%	-1%	?	-5%[46.1 µM]	-12%
CCCCCCC(=O)Nc1nc(C)c(-c2csc(Nc3cc(Cl)ccc3C)n2)s1	-0.4%	-2%	?	-4%	-1%	5	14%	-1%	-18%	-2%	-3%
O=S(=O)(c1ccc(Cl)cc1)N1CCC(N2CCCCCC2)CC1	-1.1%	8%	-1%	-6%	-1%	-2	15%	2%	9%	1%	-2%
CC(C)CCN1C(=O)c2ccc(C(=O)OCn3nnc4ccccc4c3=O)cc2C1=O	0.3%	5%	15%	-1%	-11%	7	-9%	3%	4%	1%	-2%
C=CCn1c(=O)c(C(=O)NC(C)c2ccccc2)c(O)c2ccccc21 (configuration not stated)	-0.5%	2%	7%	-1%	1%	-13	-6%	0%	-4%	-3%	25%
O=C(Cc1ccc(Cl)cc1Cl)OCC(=O)N1CCCCC1	-0.5%	1%	?	-2%	-3%	2	-3%	3%	-12%	2%	.
COc1ccc(-n2c(SCC(=O)Nc3nc(C)cs3)nnc2-c2ccoc2C)cc1	0.3%	1%	23%	-5%	-9%	21	-7%	-2%	23µM*	3%[46.1 µM]	8%
O=C(CCN1CCN(Cc2ccccc2)CC1)NNC(=O)c1cc2ccccc2o1	-0.1%	.	-1%	-4%	0%	.	-5%	1%	15%	-16%	1%
COc1ccc(-c2c(C)oc3ccc(C)cc23)cc1	0.2%	0%	?	0%	-3%	4	0%	3%	-2%	0%	.
CCCCOc1ccc(N=Cc2cccs2)cc1	0.1%	-14%	-1%	-7%	1%	5	6%	3%	10%	-2%[46.1 µM]	-16%
CC(=O)Nc1cccc(NC(=O)CSc2nccn2Cc2ccco2)c1	-0.8%	0%	5%	-3%	-6%	12	-12%	3%	-3%	4%	2%
CCc1ccc(NC(=O)c2cnc3scc(C)n3c2=O)cc1	-0.2%	14%	12%	-3%	-1%	-12	?	1%	?	1%	-8%
Cc1ccc(NN2C(=O)C=CC2=O)cc1	-0.3%	-3%	-11%	-1%	1%	11	-3%	-1%	?	-2%[46.1 µM]	-1%
Clc1ccc(CCNc2nc3ccccc3n3nnnc23)cc1	0.1%	1%	?	-1%	5%	-5	4%	5%	18%	12%	2%
O=C(NCCOc1ccccc1F)c1ccccc1SCc1ccc(F)cc1	-0.6%	27%	3%	2%	-2%	7	0%	0%	?	2%[46.1 µM]	2%
Cc1ccc(CNC(=O)c2cc3c(s2)CS(=O)(=O)C3)cc1	0.0%	-3%	-6%	3%	-4%	17	4%	0%	?	14%	3%
CC1CCCCN1C(=O)COC(=O)c1cccc(NS(=O)(=O)c2ccccc2)c1 (configuration not stated)	0.2%	-2%	-12%	-5%	-3%	5	-1%	3%	-1%	-1%	3%
CC1(C)Oc2ccc3ccc(=O)oc3c2[C@H](O)[C@H]1O	0.1%	-3%	-4%	-5%	3%	7	5%	1%	28%	5%	-3%
O=C(COC(=O)COc1ccccc1)NCCC1=CCCCC1	0.2%	2%	?	-2%	1%	25	5%	1%	16%	0%	2%
CC(=O)Nc1ccc(C(=O)COC(=O)c2ccco2)c(F)c1	-0.3%	0%	?	0%	0%	9	18%	3%	?	4%	-56%
